Bioassay records as filed in PubChem.
LMNA splice mod – LMNA splicing modulation. HeLa LMNA splicing GFP/RFP minigene ratio, 48 h. Potency, µM (series often up to 46.1 µM), for inactives: at the highest dose ratio change, negative = inhibition, usual class: inhibitors. 0.01% of 200,000 active; active = well fitted inhibition curve with a large enough effect in the signal ratio, with a control signal flat, not every such curve was filed as active; inconclusive = small, poorly fitted or top-dose-only effect, or effect the other way, or a change in a side signal; the % refers to the signal ratio
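Read-out is the ratio of GFP to DsRed2 object intensity, acquired by 488 nm laser-scanning cytometry on HeLa lamin A-EGFP minigene reporter cells. Compound incubation 48 hrs at 37 °C in Opti-MEM with 2% FBS; DMSO 0.5% final.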
* marks the source's active call; other numbers are inactive results; ? = inconclusive; [ ] = dose if it differs, or a comment. % is scaled to controls: 0 for no effect and ±100 for the full control effect; potency is read from the fitted curve at half-maximal effect. A portion of the library, so the mix of outcomes need not match the whole.

SMILES	LMNA splice mod
CCc1c(C)sc2c1CCN(Cc1ccc(C#N)cc1)C2c1ccccc1 (stereo unspecified)	-4%[46 µM]
CCOc1ccccc1NC(=O)Cn1c(=O)ccc2cc(S(=O)(=O)N3CCC(C)CC3)ccc21	?
Cc1ccc(C(=O)Nc2nnc(S(=O)(=O)N3CCCc4ccccc43)s2)cc1	3%[46 µM]
CCOc1ccccc1CNC(=O)CN(c1ccc(C)cc1)S(=O)(=O)N(C)C	17%[46 µM]
CC1CCN(CCCNC(=O)c2cc(Sc3ccc(F)cc3)nc3ccccc23)CC1	?
COc1cc(OC)c(NC(=O)N2CCC(CN3CCCC3)CC2)cc1Cl	-2%[46 µM]
Cc1cc(Nc2cccc(C(F)(F)F)c2)nc2ccc(NC(=O)c3cccc(Cl)c3)cc12	?
CCOc1ccc(CNC(=O)CN2C(=O)CSc3c2c(C)nn3-c2ccccc2)cc1	-4%[46 µM]
COc1cccc(CNC(=O)c2ccc(-n3c(C)cc4c3CCCC4)cc2)c1	-19%[46 µM]
COc1cc(NS(=O)(=O)c2ccc3c(c2)CC(C)N3C(=O)C2CCC2)cc(OC)c1OC (stereo unspecified)	?
CCOc1ccc(NC(=O)CCNS(=O)(=O)c2ccc3c(c2)CCCC(=O)N3)cc1	19%[46 µM]
CCOC(=O)c1ccc(NC(=O)c2oc(=O)c3ccccc3c2-c2ccccc2)cc1	-5%[46 µM]
COC(=O)c1c(NC(=O)c2ccc(S(=O)(=O)N3CCCCC3)cc2)sc2c1CCN(C)C2	?
COc1ccc(NC(=O)c2cc3c(=O)n(Cc4ccco4)ccc3nc2C)cc1	?
COc1ccc(C(=O)N(c2ccc(C)cc2)S(=O)(=O)c2ccc(C)cc2)cc1	?
COc1ccc(Nc2ncnc3c2nc2n3CCCCC2)cc1	-8%[46 µM]
Cc1nc(N2CCCC2)c2c(C(=O)Nc3cccc(Cl)c3)c(C)oc2n1	?
O=C(NCc1ccc(Cl)cc1)C1CCCN(c2ncnc3onc(-c4ccc(F)cc4)c23)C1 (stereo unspecified)	?
COc1ccccc1CNc1ncnc2onc(-c3ccc(F)cc3)c12	23%[46 µM]
O=C1COc2cc(S(=O)(=O)CCC(=O)N3CCN(c4cccc(Cl)c4)CC3)c(Cl)cc2N1	6%[46 µM]
CCc1ccc(N2C(=O)CS(=O)(=O)C23C(=O)N(Cc2ccccc2)c2ccccc23)cc1 (stereo unspecified)	?
CCN(CC)S(=O)(=O)c1cc(-c2ccc(=O)n(C(C)C(=O)Nc3cccc(C#N)c3)n2)ccc1C (stereo unspecified)	21%[46 µM]
CCOc1ccc(C(c2c(O)cc(C)n(CCOC)c2=O)N2CCN(c3ccccc3F)CC2)cc1 (stereo unspecified)	?
COc1cccc(CNC(=O)Cn2c(SCC(=O)Nc3ccc(F)cc3)nc3ccccc32)c1	5%[46 µM]
CCCn1c2ccccc2c2cnn(CC(=O)N(CCCOC(C)C)Cc3ccco3)c(=O)c21	?

Following part
SMILES	LMNA splice mod
CC(C)Oc1ccc(CNC(=O)CN2C(=O)CCn3nc(-c4cn(C)c5ccccc45)cc32)cc1	-9%[46 µM]
COCCn1c(=NC(=O)c2ccc3c(c2)OCCO3)sc2cc(NC(C)=O)ccc21	7%[46 µM]
Cc1ccc(C)c2sc(NC(=O)c3ccc(S(=O)(=O)N4CCC(C)CC4)cc3)nc12	5%[46 µM]
NC(=O)c1ccccc1NC(=O)C1CCCN(c2ncnc3onc(-c4ccc(F)cc4)c23)C1 (stereo unspecified)	?
CCn1c2ccccc2c2nnc(SCC(=O)Nc3ccccc3OC)nc21	-6%[46 µM]
COc1ccc(OCC(=O)OCc2cc(=O)n3cc(C)sc3n2)cc1	-3%[46 µM]
CCNC(=O)Cn1c(-c2cccs2)cc2ccccc21	-7%[46 µM]
Cc1c(Cl)cccc1NC(=O)CSc1ncnc2c1sc1ccccc12	5%[46 µM]
Cc1ccc(-n2ncc3c(N4CCCCCC4)ncnc32)cc1Cl	?
O=C(CN1CCCN(Cc2ccccc2Cl)S1(=O)=O)Nc1ccc2c(c1)OCCO2	-1%[46 µM]
CCOC(=O)c1ccccc1NC(=O)c1cnc(N2CCOCC2)c2ccccc12	-20%[46 µM]
CCn1cc(S(=O)(=O)c2ccc(C)cc2C)c(=O)c2cc(F)c(N3CCCC3)cc21	0%[46 µM]
CC(=O)N1CCCc2cc(S(=O)(=O)N3CCCCC3)ccc21	-5%[46 µM]
CCc1c(C)sc2c1CCN(Cc1ccccc1F)C2c1ccccc1 (stereo unspecified)	?
Cc1nn(-c2ccccc2)c2c1N(CCCC(=O)NCc1ccc(Cl)cc1)C(=O)CS2	-14%[46 µM]
CCN1CCN(C(c2cccc(F)c2)c2c(O)cc(C)n(Cc3ccco3)c2=O)CC1 (stereo unspecified)	-11%[46 µM]
Cc1ccc(CNC(=O)CSc2nc(=O)[nH]c3c2CCCC3)cc1	?
Cc1ccccc1CNC(=O)CN(c1cccc(C)c1C)S(C)(=O)=O	-10%[46 µM]
COc1cccc(N2CC(NC(=O)C3CCCC3)CC2=O)c1 (stereo unspecified)	1%[46 µM]
Cc1ccc(NC(=O)Cn2cnc3nc4c(cc3c2=O)CCCC4)cc1Cl	12%[46 µM]
CCOCCCNC(=O)C(c1ccccc1)N1Cc2ccccc2C1=O (stereo unspecified)	-25%[46 µM]
CC1=C(c2ccc(C)c(C)c2)S(=O)(=O)N(Cc2ccc(C(=O)Nc3cc(F)ccc3F)cc2)C1=O	?
COc1cccc(N2CCN(C(=O)CCn3nc(C)c(S(=O)(=O)N4CCCC4)c3C)CC2)c1	-9%[46 µM]
Cc1nc2ccccc2n1CCc1nc2c3ccccc3nc(SCc3ccc(F)cc3)n2n1	15%[46 µM]
Cc1ccc(-n2ncc(C(=O)Nc3c(Cl)cccc3Cl)c2C2CCNCC2)cc1	?

Structural class, the entries above with a cyano group (two)
SMILES	LMNA splice mod
CCc1c(C)sc2c1CCN(Cc1ccc(C#N)cc1)C2c1ccccc1 (stereo unspecified)	-4%[46 µM]
CCN(CC)S(=O)(=O)c1cc(-c2ccc(=O)n(C(C)C(=O)Nc3cccc(C#N)c3)n2)ccc1C (stereo unspecified)	21%[46 µM]

Exported as comma-separated lines: entries from further up
canonical_smiles,LMNA splice mod
Cc1c(Cl)cccc1NC(=O)CSc1ncnc2c1sc1ccccc12,5%[46 µM]
CC(=O)N1CCCc2cc(S(=O)(=O)N3CCCCC3)ccc21,-5%[46 µM]
CCN1CCN(C(c2cccc(F)c2)c2c(O)cc(C)n(Cc3ccco3)c2=O)CC1 (stereo unspecified),-11%[46 µM]
Cc1ccc(NC(=O)Cn2cnc3nc4c(cc3c2=O)CCCC4)cc1Cl,12%[46 µM]
CCOC(=O)c1ccccc1NC(=O)c1cnc(N2CCOCC2)c2ccccc12,-20%[46 µM]

(more compounds)
SMILES	LMNA splice mod
Cc1c(Cl)cccc1NC(=O)C(C)n1c(=O)cc(-c2ccccc2)c2c(C)nn(C)c21 (stereo unspecified)	2%[46 µM]
CCCNC(=O)c1ccc2c(c1)sc1nc(-c3ccc(C)cc3)cn12	?
CC(Oc1ccccc1)C(=O)Nc1cccc(-c2cn3cccnc3n2)c1 (stereo unspecified)	-15%[46 µM]
Cc1cccc(-n2ncc(C(=O)N3CCN(Cc4ccccc4)CC3)c2C2CCN(C(=O)OC(C)(C)C)CC2)c1	1%[46 µM]
O=C(CSc1ncc(CO)n1Cc1ccccc1)Nc1ccc(C(F)(F)F)cc1	-9%[46 µM]
Cc1ccc(CNC(=O)Cn2ccn(-c3cc(C)cc(C)c3)c(=O)c2=O)cc1	-1%[46 µM]
Cc1ccc(-c2nnc(Nc3cccc(C(F)(F)F)c3)c3ccccc23)cc1S(=O)(=O)N1CCOCC1	?
CCOc1ccc(C(=O)Nc2ccc(C(=O)OCc3cc(=O)n4c(C)csc4n3)cc2)cc1	?
O=C(Cn1c(=O)nc(-c2ccccc2)c2ccccc21)Nc1ccc(Cl)c(C(F)(F)F)c1	?
Cc1cccc(CSc2nc3c([nH]c4ccccc43)c(=O)n2C)c1	-3%[46 µM]
CCOC(=O)c1ccc(NC(=O)c2ccc(=O)n(Cc3cccc(C)c3)c2)cc1	2%[46 µM]
O=C(CS(=O)(=O)c1cccc2nsnc12)N1CCN(c2cccc(C(F)(F)F)c2)CC1	?
O=C(CN1c2ccccc2S(=O)(=O)c2ccccc21)Nc1cccc(C(F)(F)F)c1	?
COc1ccc(Cn2c(SCC(=O)N(C)Cc3ccccc3)nc3ccccc32)cc1	-6%[46 µM]
Cc1ccc(C(=O)c2sc(Nc3ccccc3F)c(S(=O)(=O)c3ccccc3)c2N)c(C)c1	-2%[46 µM]
Cc1ccc(-c2cn3nc(N4CCCC(C(=O)Nc5ccc(F)cc5)C4)sc3n2)cc1 (stereo unspecified)	-10%[46 µM]
O=C(CCC(=O)N1Cc2ccccc2Oc2ncccc21)NCc1cccc(Cl)c1	-3%[46 µM]
CC(C)Oc1ccc(CNC(=O)c2sc3ncccc3c2-n2cccc2)cc1	?
CC(=O)N1CCCc2cc(S(=O)(=O)N3CCCC(C(=O)Nc4ccc(F)cc4F)C3)ccc21 (stereo unspecified)	2%[46 µM]
CCc1ccc(S(=O)(=O)Nc2ccc(-c3ccc(N4CCCCCC4)nn3)cc2)cc1	?
COc1ccc(NS(=O)(=O)c2ccc3[nH]c4c(c3c2)CCCC4)cc1OC	-23%[46 µM]
O=C(NCCCN1CCN(c2ccc(F)cc2)CC1)c1sc2ncccc2c1-n1cccc1	-3%[46 µM]
CCOc1ccc(CCNC(=O)CCSCc2ccc(Cl)cc2)cc1OCC	?
CCCNC(=O)CCC(=O)N1Cc2cccc(OC)c2Oc2ncccc21	20%[46 µM]
COc1ccc(CCNC(=O)c2cc(C)nc3c2c(C)nn3-c2ccccc2)cc1OC	-3%[46 µM]

Arranged by length of the SMILES (low to high): four of the compounds above
SMILES	LMNA splice mod
CCCNC(=O)c1ccc2c(c1)sc1nc(-c3ccc(C)cc3)cn12	?
Cc1ccc(-c2cn3nc(N4CCCC(C(=O)Nc5ccc(F)cc5)C4)sc3n2)cc1 (stereo unspecified)	-10%[46 µM]
CCOc1ccc(C(=O)Nc2ccc(C(=O)OCc3cc(=O)n4c(C)csc4n3)cc2)cc1	?
Cc1ccc(C(=O)c2sc(Nc3ccccc3F)c(S(=O)(=O)c3ccccc3)c2N)c(C)c1	-2%[46 µM]

Further entries follow.
SMILES	LMNA splice mod
CCN(CC)CCCNc1oc(-c2ccc(OC)cc2)nc1C#N	-7%[46 µM]
CC1=C(C(=O)Nc2ccc(C)cc2C)C(c2ccccc2)n2nc(SCC(=O)c3ccc(C)cc3)nc2N1 (stereo unspecified)	9%[46 µM]
Cc1ccc(OCc2cc(=O)n3ccsc3n2)c(NC(=O)c2ccco2)c1	-19%[46 µM]
COc1cccc(-c2nc(CS(=O)CC(=O)N3CCN(c4cccc(C(F)(F)F)c4)CC3)c(C)o2)c1 (stereo unspecified)	?
COc1cccc(NC(=O)C(=O)NCC(c2cccnc2)N2CCN(c3ccccc3)CC2)c1 (stereo unspecified)	-14%[46 µM]
CCCCNC(=O)CSc1nc2n[nH]c(C)c2c(=N)n1-c1ccccc1CC	-4%[46 µM]
CCc1ccccc1N(C)C(=O)Nc1cn(CC(C)C)c(=O)c2ccccc12	-16%[46 µM]
CC(=O)NCc1nc2cccnc2n1Cc1ccccc1	9%[46 µM]
CCOc1ccc(N2C(=O)CS(=O)(=O)C23C(=O)N(Cc2cccc(Cl)c2)c2ccccc23)cc1 (stereo unspecified)	-15%[46 µM]
CN(C(=O)c1nn(C)c2c1CS(=O)(=O)c1ccccc1-2)c1cccc(Cl)c1	3%[46 µM]
O=C(Nc1ccc2nc(SCC(=O)N3CCc4ccccc43)sc2c1)c1ccc(Cl)cc1	11%[46 µM]
CCc1nnc2c3ccccc3nc(Nc3ccc(C(C)=O)cc3)n12	2%[46 µM]
O=C1C(c2ccc(F)cc2)N(CCc2ccccc2)C(=O)CN1C1CCCCC1 (stereo unspecified)	16%[46 µM]
O=C(Nc1cccc(C(=O)OCc2cc(=O)n3c4c(sc3n2)CCCC4)c1)c1cccc(F)c1	?
O=C(Cc1ccc(NC(=O)N2CCCCc3ccccc32)cc1)NCc1ccccc1	-20%[46 µM]
CCOc1cc(C(=O)OCc2cc(=O)n3c(C)csc3n2)cc(OCC)c1OCC	4%[46 µM]
COc1cc(OC)cc(C(=O)NCC(c2cccs2)S(=O)(=O)c2ccc(F)c(C)c2)c1 (stereo unspecified)	-15%[46 µM]
COC(=O)c1ccc2c(=O)n(CCCCCC(=O)NCCc3ccccc3)c(=O)[nH]c2c1	4%[46 µM]
CC(=O)N(Cc1cccnc1)c1nc2ccc(F)cc2s1	24%[46 µM]
O=S(=O)(Nc1cc(F)ccc1F)c1ccc2[nH]c3c(c2c1)CCCCC3	?
CCOC(=O)c1ccc(NC(=O)Cn2cnc(S(=O)(=O)N3CCCC3)c2)cc1	22%[46 µM]
COc1cccc(CNC(=O)c2c(C)oc3ncnc(N4CCOCC4)c23)c1	6%[46 µM]
CC1CCN(S(=O)(=O)c2cc(C(=O)N3CCN(c4cccc(Cl)c4)CC3)n(C)c2)CC1	-1%[46 µM]
COc1ccc(N2CCN(CCCNC(=O)c3ccc4nc(Cc5ccccc5)oc4c3)CC2)cc1	-14%[46 µM]
Cc1ccc(-n2c(=O)c3c(c4cc(C)ccc4n3C)n(Cc3ccc(F)cc3)c2=O)cc1	2%[46 µM]
Cc1ccc(OCC(=O)Nc2ccc3nc(SCC(=O)N4CCc5ccccc54)sc3c2)cc1	11%[46 µM]
COc1ccccc1C(=O)NCc1ccc2c(c1)CCN2C(=O)c1cccc(C)c1	?
COc1ccccc1Nc1sc(C(=O)c2ccc(C)cc2C)c(N)c1S(=O)(=O)c1ccccc1	?
